LmPK inh: LmPK (Leishmania mexicana) enzyme inhibition | hit rate 0.37% among 290,000 | Potency, µM (series often up to 57.5 µM), for the others: at the top dose activity change, negative = inhibition, usual class: inhibitors | Q27686 | purified LmPK, Kinase-Glo ATP luminescence, 1 h; also: potency is read from the fitted curve at half-maximal effect
Target sequence (Q27686 whole entry, looked up): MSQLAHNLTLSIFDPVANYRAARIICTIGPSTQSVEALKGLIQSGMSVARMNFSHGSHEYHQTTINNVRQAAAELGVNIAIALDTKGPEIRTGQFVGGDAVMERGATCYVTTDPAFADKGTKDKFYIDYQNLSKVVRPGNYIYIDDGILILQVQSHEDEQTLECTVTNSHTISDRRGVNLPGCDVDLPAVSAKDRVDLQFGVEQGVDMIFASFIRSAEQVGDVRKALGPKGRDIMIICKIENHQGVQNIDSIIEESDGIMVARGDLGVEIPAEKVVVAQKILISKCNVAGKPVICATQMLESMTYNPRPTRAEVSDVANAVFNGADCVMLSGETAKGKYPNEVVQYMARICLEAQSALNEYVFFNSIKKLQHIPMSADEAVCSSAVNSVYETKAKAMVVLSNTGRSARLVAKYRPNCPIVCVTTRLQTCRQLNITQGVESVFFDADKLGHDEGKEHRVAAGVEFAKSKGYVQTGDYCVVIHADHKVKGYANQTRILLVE
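Screened at intermediate enzyme activity to detect both inhibitors and activators: LmPK at 0.1 nM, with a 0.5 nM enzyme column as activation reference. PEP 0.5 mM, ADP 0.1 mM; ATP detected by luminescence after 1 h.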
HCMV antiviral: blocks human cytomegalovirus replication. HFF cells, HCMV-luciferase reporter, 72 h; active compounds read low. hit rate 4.5% among 410,000. activity change, negative = inhibition, % at 57.5 µM; in the data active = activity change below about -60%; inconclusive = no clear call, values can overlap the other calls; inactive = above about -39%
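Human foreskin fibroblasts infected with luciferase-reporter HCMV at MOI 1 PFU/cell, compounds at two doses. Luciferase measured 72 h post infection; normalized to buffer-only basal and Salinomycin (10uM) controls.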
AmpC inh no detg: blocks E. coli AmpC beta-lactamase in detergent-free assay | P00811 | AmpC nitrocefin hydrolysis, absorbance 480 nm, 0.0001% Triton | Potency, µM (top dose mostly 57.1 µM), for the others: top-dose activity change, negative = inhibition, most hits filed as inhibitors | hit rate 0.52% among 330,000;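 also: potency is read from the fitted curve at half-maximal effect; plate controls were no compound for no effect and no enzyme for full effect; nearly all actives have a fitted effect of over 20% in size; some results filed as inactive show a strong effect at the top dose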
Target sequence (P00811 whole entry, looked up): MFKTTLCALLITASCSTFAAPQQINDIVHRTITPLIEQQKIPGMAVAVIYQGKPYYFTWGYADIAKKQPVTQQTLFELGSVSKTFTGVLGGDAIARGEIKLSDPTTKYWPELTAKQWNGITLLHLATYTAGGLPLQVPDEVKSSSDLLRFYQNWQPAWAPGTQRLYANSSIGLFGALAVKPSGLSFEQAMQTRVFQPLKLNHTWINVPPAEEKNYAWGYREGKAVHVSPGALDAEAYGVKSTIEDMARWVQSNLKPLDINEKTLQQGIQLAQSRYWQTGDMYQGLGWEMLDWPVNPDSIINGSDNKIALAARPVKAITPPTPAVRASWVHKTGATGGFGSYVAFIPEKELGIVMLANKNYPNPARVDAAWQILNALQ
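20 mM phosphate pH 7.0 + 0.01% (detergent screen) or 0.0001% Triton X-100; 5.3 nM AmpC reagent; cpd preinc 15 min RT; nitrocefin (800 uM stock) to start; A480 q20 s × 4 min; Activity was normalised to no-enzyme and no-compound control wells.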
TbPYK inhibitor: T. brucei pyruvate kinase inhibition. Q57TT1. TbPYK enzyme, Kinase-Glo Plus ATP luminescence, 45 min. Potency, µM (highest dose often 76.8 µM), inactives show top-dose activity, negative = inhibition, usual class: inhibitors. hit rate 0.12% among 410,000; also: potency is read from the fitted curve at half-maximal effect; nearly all actives have a fitted effect of over 50% in size
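Glycolytic pyruvate kinase of T. brucei was incubated with substrate, test compound and 130 uM ADP for 45 minutes at room temperature. Luminescent Kinase-Glo Plus signal was measured after 10 minutes.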
AmpC inh detg: inhibitors of E. coli AmpC beta-lactamase with detergent | P00811 | AmpC hydrolysis of nitrocefin, absorbance 480 nm, 0.01% Triton | Potency, µM (doses to about 114 µM), without a hit: top-dose activity change, negative = inhibition, usual class: inhibitors | hit rate 0.041% among 370,000 | AID 485294;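 also: potency is read from the fitted curve at half-maximal effect; 0% = no-compound wells and -100% = no-enzyme wells; nearly all actives have a fitted effect of over 25% in size; some results filed as inactive show a strong effect at the top dose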
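20 mM phosphate pH 7.0 + 0.01% (detergent screen) or 0.0001% Triton X-100; 5.3 nM AmpC reagent; cpd preinc 15 min RT; nitrocefin (800 uM stock) to start; A480 q20 s × 4 min; Activity was normalised to no-enzyme and no-compound control wells.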
HCV inhibitor: inhibitors of hepatitis C virus infection; Huh7.5.1 HCVcc-Cre infection, luciferase reporter, 44 h; Potency, µM (top dose mostly 41.8 µM), inactives show at the top dose activity change, negative = inhibition, hits mostly inhibitors; hit rate 3.4% among 340,000; AID 651820; also: potency is read from the fitted curve at half-maximal effect
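Infectious HCVcc-Cre (~0.5 moi) was added to cells just after compound, with cells seeded 4 h earlier at 1,000 per well. Luciferase activity after 44 h culture reported infection; substrate was incubated 15 min at room temperature before reading.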
AMA1 RON2 block: inhibitors of Plasmodium falciparum AMA1-RON2 interaction. AlphaScreen AMA1-biotinylated RON2 peptide binding. Potency, µM (titrated, usually from 58.2 µM), for the others: at the top dose activity change, negative = inhibition, actives largely listed as inhibitors. hit rate 0.2% among 360,000;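 also: potency is read from the fitted curve at half-maximal effect; 0% = vehicle wells and -100% = peptide control; nearly all actives have a fitted effect of over 45% in size; some results filed as inactive show a strong effect at the top dose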
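AMA1 (3D7) with his tag at 25 nM final met compounds first, then biotinylated RON2 peptide at 25 nM; detection used donor plus acceptor beads, 10 µg/mL apiece, read by AlphaScreen after 30 min at room temperature.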
The depositor's hits bear a star; ? = inconclusive; . = no result given; & = joins results of further samples; ! = a repeat was not active; [ ] = dose if it differs, or a comment. Unless noted, calls follow the shape of the dose curve; as a rule, active = well fitted curve in the direction sought with a large enough effect; inconclusive = small, poorly fitted or top-dose-only effect, or another doubt; inactive = no such curve, though single readings can be large; an effect the other way counts as inactive or inconclusive. Unless noted, % is scaled to controls: 0 for no effect and ±100 for the full control effect.

(1) CCOc1cc(C(C(=O)NCC2CCCO2)N(C(=O)Cn2nnc3ccccc32)c2ccccc2C)ccc1O (configuration not stated)
(2) CCOC(=O)c1c(NC(=O)c2ccc(F)cc2)sc2c1CCC(CC)C2 (configuration not stated)
(3) N#Cc1c(-c2ccco2)ccn(Cc2ccc(F)cc2)c1=O
(4) CN(C)C(=O)c1ccc(N/C=C(\C=O)c2nc3ccccc3o2)cc1
(5) CCc1ccc(NC(=O)CC2C(=O)N(c3cccc(C)c3)C(=O)N2Cc2cccc(OC)c2)cc1 (configuration not stated)
assay / compound	1	2	3	4	5
LmPK inh	-1.5%	.	4.2%	3.3%	.
HCMV antiviral	?	11.9	1.1	0.9	-24.0
AmpC inh no detg	57.8%	.	-50.7%	8.4%	.
TbPYK inhibitor	1.0%	-0.3%	-5.3%	0.6%	-1.2%
AmpC inh detg	-6.0%	-7.0%	-12.2%	-3.0%	-5.9%
HCV inhibitor	23.5%	.	-21.9%	6.5%	.
AMA1 RON2 block	11.4%	.	-2.9%	17.3%	.

(6) COc1ccc(/C=C2\SC(=S)N(N3CCOCC3)C2=O)c(OC)c1
(7) Cn1c(N2CCN(C(=O)Nc3ccc(F)cc3)CC2)nc2ccccc21
(8) Cc1nc2cc(N3CCCCC3)c(NC(=O)c3ccncc3)cc2c(=O)n1Cc1ccccc1
(9) CCOC(=O)COc1cc(-n2c(=S)[nH]c3ccccc3c2=O)c(Cl)cc1Cl
(10) CC(C)(C)NC(=O)c1ccc2c(c1)C1C3CCC(C3)C1C(c1ccccc1)N2 (configuration not stated)
assay / compound	6	7	8	9	10
LmPK inh	0.3%	3.3%	0.6%	16.2%	-4.1%
HCMV antiviral	-11.4	-39.2	31.7	-6.7	?
AmpC inh no detg	-4.8%	-26.4%	25.6%	17.8µM*	-25.0%
TbPYK inhibitor	-6.3%	-0.4%	2.2%	5.8%	0.4%
AmpC inh detg	-8.6%	-3.1%	1.2%	?	?
HCV inhibitor	12.4%	?	-15.4%	-9.2%	-0.6%
AMA1 RON2 block	-10.6%	8.6%	4.6%	33.9%[activator]	1.5%[11.6 µM]

(11) O=C(Nc1ccc(Cl)cc1C(=O)c1ccccc1Cl)c1ccco1
(12) C[C@@H]1CN([C@H](C)CO)C(=O)CCCn2nncc2CO[C@@H]1CN(C)C(=O)Nc1ccc(N2CCN(C)CC2)cc1
(13) O=C(Cn1nnnc1CN1CCOCC1)N1CCC(c2cccc(Cl)c2)C1 (configuration not stated)
(14) O=C(NNc1ccccc1C(F)(F)F)c1sccc1Br
(15) CCN(Cc1ccccc1)C(=O)CCNS(=O)(=O)c1ccc2c(c1)CC(C)N2C(C)=O (configuration not stated)
assay / compound	11	12	13	14	15
LmPK inh	2.3%	.	-5.1%	1.5%	-1.2%
HCMV antiviral	-22.9	-7.5	-8.1	56.2	-71.8*!
AmpC inh no detg	-16.3%	.	22.1%	-22.3%	66.7%[activator]
TbPYK inhibitor	4.0%	0.8%	-6.7%	0.3%	1.5%&-4.2%
AmpC inh detg	4.6%	.	-11.8%	-1.9%	1.5%&18.5%
HCV inhibitor	2.7%	.	6.7%	-12.1%	?
AMA1 RON2 block	-5.4%	0.0%	-0.9%	-1.4%	-2.2%

(16) Cc1cccc(C)c1NC(=O)CN(C)C(=O)c1ccccc1Sc1ccccc1C#N
(17) CCOC(=O)N1CCN(C(=O)COC(=O)C2CCN(S(=O)(=O)c3c(Cl)cccc3Cl)CC2)CC1
(18) O=C(CCn1nnc(-c2cccs2)n1)N1CCc2ccccc2C1
(19) CC1(C(=O)Nc2ccccc2)Cc2c(-c3cccc(C(F)(F)F)c3)ccnc2O1 (configuration not stated)
(20) COc1ccc(C(c2sc3nc(C)nn3c2O)N2CCc3ccccc3C2)cc1 (configuration not stated)
assay / compound	16	17	18	19	20
LmPK inh	.	.	19.8%	.	8.2%
HCMV antiviral	-20.1	-24.1	-2.5	-12.7	-1.6
AmpC inh no detg	-2.5%	160.0%[activator]	-7.9%	.	35.4%
TbPYK inhibitor	-2.8%	1.3%	7.9%	4.4%	?
AmpC inh detg	-11.8%	0.0%	14.4%	.	?
HCV inhibitor	-5.9%	17.7%	-14.9%	.	-2.5%
AMA1 RON2 block	44.3%[activator]	12.6%	5.9%	-9.3%	5.2%

(21) Cc1ccc(N(C)C(=O)c2cc(S(=O)(=O)N3CCCCC3)c[nH]2)cc1
(22) CC(=O)Nc1ccc(S(=O)(=O)N2CCN(S(=O)(=O)c3ccc(F)c(F)c3F)CC2)cc1
(23) O=S(=O)(Cc1ccccc1Cl)NCCc1ccc(F)cc1
(24) O=C(c1ccccc1)N1CCN(S(=O)(=O)c2ccc(Cl)c(C(F)(F)F)c2)CC1
(25) COc1cccc(OC)c1C(=O)Nc1ccc(-c2nc3ncccc3o2)cc1
assay / compound	21	22	23	24	25
LmPK inh	-3.3%	-0.6%	-0.2%	.	.
HCMV antiviral	?	-9.6	11.9	-14.2	-30.7
AmpC inh no detg	12.1%	4.3%	-14.4%	24.1%	.
TbPYK inhibitor	3.1%	5.6%	3.6%	-2.7%	-5.4%
AmpC inh detg	-13.9%	-1.6%	0.1%	?	11.6%
HCV inhibitor	0.1%	7.4%	-3.3%	31.6%[activator]	.
AMA1 RON2 block	-5.7%	1.4%	-1.2%	-8.9%[11.6 µM]	.

(26) Cc1ccc(S(=O)(=O)N2CCN(C(=O)Cc3ccc(S(=O)(=O)N4CCOCC4)s3)CC2)cc1
(27) COc1cc(OC)c(NC(=O)NC(C)c2c(-n3cccc3)sc(C)c2C)cc1Cl (configuration not stated)
(28) C=C(C)c1cccc(C(C)(C)NC(=O)Nc2ccc(Cl)cn2)c1
(29) O=C(CC1NCCNC1=O)Nc1ccc(Oc2ccccc2)cc1 (configuration not stated)
(30) Cc1cccnc1NC(=O)CCn1c(=O)oc2ccccc21
assay / compound	26	27	28	29	30
LmPK inh	-1.9%	.	3.3%	7.2%	-6.0%
HCMV antiviral	-1.7	?	-11.2	55.6	-3.5
AmpC inh no detg	104.2%[activator]	.	-16.7%	59.5%	40.1%
TbPYK inhibitor	2.8%	6.3%	0.3%	-0.8%	1.5%
AmpC inh detg	-13.5%	-3.3%	-1.8%	3.6%	2.7%
HCV inhibitor	3.1%	.	?	14.3%	-5.0%
AMA1 RON2 block	-9.0%	.	-7.9%	36.6%[activator]	16.4%

(31) COCCN(C(=O)COC(=O)/C=C/c1ccccc1Cl)c1c(N)n(Cc2ccccc2)c(=O)[nH]c1=O
(32) CCOc1cc(/C=N/NC(=O)c2c(C)nc3ccc(Cl)cn23)ccc1O
(33) C[C@H](CO)N1C[C@H](C)[C@@H](CN(C)C(=O)Nc2ccc(C(F)(F)F)cc2)Oc2c(NC(=O)NC3CCCCC3)cccc2C1=O
(34) COc1ccc(OC)c(NC(=O)CSCc2cnn(-c3ccccc3)c2-n2cccc2)c1
(35) COc1cccc(S(=O)(=O)NCc2ccc(C(=O)NCC3CCCO3)cc2)c1 (configuration not stated)
assay / compound	31	32	33	34	35
LmPK inh	.	.	.	-5.2%	-0.7%
HCMV antiviral	-2.0	34.6	0.0	12.6	36.9
AmpC inh no detg	-14.4%	.	286.4%[activator]	-15.4%	-7.9%
TbPYK inhibitor	-4.3%	-1.9%	-3.4%	-6.8%	-2.9%
AmpC inh detg	-13.0%	.	.	-0.1%	?
HCV inhibitor	?	.	?	?	8.4%
AMA1 RON2 block	-17.3%	26.0%	9.0%	-9.4%	-0.5%

(36) N#Cc1c(/N=C/c2ccc(-c3ccccc3C(=O)O)o2)sc2c1CCCC2
(37) CCc1nc2ccc(C(=O)N3CCN(S(=O)(=O)CC)CC3)cn2c1N(C)C(=O)c1cccc(OC)c1
(38) CN(CC(=O)Nc1c(Cl)cccc1Cl)C(=O)c1ccccc1SCC(=O)N1CCCC1
(39) COc1ccc(NC(=O)Nc2nnc(C(C)(C)C)s2)cc1
(40) CC(C)(Cl)[N+](=O)[O-]
assay / compound	36	37	38	39	40
LmPK inh	-3.9%	.	-7.8%	-13.5%	.
HCMV antiviral	7.8	-17.5	50.6	-29.7	4.3
AmpC inh no detg	-26.0%	.	-4.2%	-39.7%	-16.9%
TbPYK inhibitor	-3.4%	5.1%	-3.9%	-1.4%	-4.7%
AmpC inh detg	?	.	0.7%	2.2%	-1.2%
HCV inhibitor	14.9%	.	10.9%	-10.0%	43.7%[activator]
AMA1 RON2 block	-3.5%	0.0%	69.9%[activator]	9.3%	25.0%

(41) CCN1CCn2c1nc(N1CCOCC1)nc2=O
(42) COc1ccc(-c2cc(-c3ccccc3)c(C#N)c(SCC(O)CS(=O)(=O)Cc3ccccc3)n2)cc1 (configuration not stated)
(43) COC(=O)C1=C(c2ccc(F)cc2F)C[C@@H]2CC[C@H]1N2C(=O)N1CCCC1
(44) COc1cc(C(=O)NCc2nnc(SCC(=O)N3CCOCC3)o2)cc(OC)c1OC
(45) CC1CCC(NC(=O)c2ccc(CS(=O)(=O)c3ccc(Cl)cc3)o2)CC1 (configuration not stated)
(46) O=C(CSc1nc2ccccc2c(=O)n1-c1ccc(F)cc1F)Nc1ccc(N2CCOCC2)cc1
(47) Cc1cc(C)cc(NC(=O)N2CCC3(CC2)Oc2ccccc2C(=O)N3Cc2ccccc2F)c1
(48) CCOc1cc(CN2CCCC(CO)(Cc3ccc(F)cc3F)C2)ccc1OC (configuration not stated)
assay / compound	41	42	43	44	45	46	47	48
LmPK inh	-1.1%	.	.	-7.2%[11.5 µM]	.	2.3%	.	-0.9%
HCMV antiviral	-23.2	-17.5	-29.4	3.6	-7.1	?	22.3	-33.4
AmpC inh no detg	-15.9%	.	19.6%	-12.9%	.	100.8%[activator]	.	-0.6%
TbPYK inhibitor	-11.0%	-2.8%	-3.9%	-6.2%	3.1%	0.2%	-1.6%	3.3%
AmpC inh detg	?	13.2%	-0.7%	-0.2%	7.8%	-5.5%	28.3%	-9.0%
HCV inhibitor	-11.5%	.	-1.7%	11.0%	.	?	.	2.3%
AMA1 RON2 block	-1.2%	.	4.2%	-12.8%	.	-11.4%	.	0.0%

Compound activity from PubChem BioAssay.
